Source: PubChem BioAssay
MIN6 prolif = inducers of MIN6 beta-cell proliferation, primary screen, ATP luminescence, uHTS | MIN6 cells proliferation, ATPlite luminescence, 48 h; cells starved in 0.2% serum; 100% = growth in 10% serum | proliferation, % at 10 µM | 0.29% of 330,000 active | AID 2380, 2010;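 active = compounds whose signal lies at least 3.5 SD above the mean of all wells on their plate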;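 also: 0% = DMSO-treated cells in low-serum medium and 100% = 10% serum control; some compounds called inactive have numbers as strong as hits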
APOBEC3G inh = APOBEC3G DNA deaminase inhibitors, primary screen, biochemical, fluorescence, single-stranded DNA substrate, uHTS. 0.28% of 330,000 active. AID 493012, 2011. inhibition, % at 20 µM. recombinant A3G, ssDNA deamination FAM/TAMRA fluorescence;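 active = inhibition of at least 40% at 20 µM, with no more than 30% in the related APOBEC3A deaminase screen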;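 also: plate controls were DMSO wells with A3G for no effect and wells lacking A3G enzyme for full effect; some compounds called inactive have numbers as strong as hits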
Target sequence (Q9HC16 whole entry, looked up): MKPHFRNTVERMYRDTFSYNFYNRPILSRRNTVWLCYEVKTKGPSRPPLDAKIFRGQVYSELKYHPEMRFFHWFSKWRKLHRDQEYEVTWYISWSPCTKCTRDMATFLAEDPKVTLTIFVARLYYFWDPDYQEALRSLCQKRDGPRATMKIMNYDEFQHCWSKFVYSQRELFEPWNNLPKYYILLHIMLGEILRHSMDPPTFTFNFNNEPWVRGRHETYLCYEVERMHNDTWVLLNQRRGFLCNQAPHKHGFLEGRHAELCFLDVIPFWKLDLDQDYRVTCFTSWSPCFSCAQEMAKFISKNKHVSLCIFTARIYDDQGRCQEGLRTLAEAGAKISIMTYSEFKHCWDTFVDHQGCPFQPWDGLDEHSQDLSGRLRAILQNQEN
mIAP act = activators of mouse IAP, primary screen, biochemical, luminescence, uHTS | muIAP, CDP-Star luminescence, 30 min; active compounds read high; 1 = vehicle-only enzyme signal, 0 = enzyme-free wells | 0.24% of 330,000 active | activation factor at 10 µM | AID 2805, 2010 | intestinal alkaline phosphatase [Mus musculus];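 active = activation factor of at least 2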; also: the source names both 10 and 20 µM as test concentration; values of inactives mirror those of a sister screen read the other way
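Assay system: mouse IAP enzyme; reagent: chemiluminescent substrate CDP-Star; dosing: test compounds delivered from DMSO solution; schedule: 30 min at room temperature; measured by: luminescence from enzymatic CDP-Star hydrolysis; controls: DMSO-only wells and no-enzyme negative control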
GRIN3A LBD mod = binders of NR3A ligand-binding domain, primary screen, biophysical, differential scanning fluorimetry, uHTS; NR3A LBD differential scanning fluorimetry, Tm shift; 0% = protein alone, 100% = glycine-bound protein; 2.5% of 340,000 active; Tm shift relative to glycine control, % at 25 µM;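 active = melting temperature shift of at least 10% of the positive control shift, at one fixed dose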
MPTP block = mitochondrial permeability transition pore inhibitors, primary screen, biochemical, isolated mouse mitochondria, absorbance; Ca2+ swelling absorbance, 30 min; inhibition, % at 10 µM; 1.4% of 360,000 active; AID 602449, 2012;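 active = inhibition of 50% or more, scaled per plate between neutral and stimulator controls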;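 also: 0% = DMSO wells given calcium and 100% = 1 mM EGTA wells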
APOBEC3A inh = APOBEC3A ssDNA deaminase inhibitors, primary screen, selectivity assay for APOBEC3G inhibitor project, biochemical, FAM/TAMRA oligo cleavage fluorescence; inhibition, % at 20 µM; recombinant A3A, FAM/TAMRA ssDNA deamination fluorescence; 0.41% of 330,000 active;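 active = at least 40% inhibition at 20 µM here, with at most 30% in a related deaminase screen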;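 also: plate controls were A3A with DMSO for no effect and wells lacking A3A enzyme for full effect; some results filed as inactive read as strong as hits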
Target sequence (P31941 whole entry, looked up): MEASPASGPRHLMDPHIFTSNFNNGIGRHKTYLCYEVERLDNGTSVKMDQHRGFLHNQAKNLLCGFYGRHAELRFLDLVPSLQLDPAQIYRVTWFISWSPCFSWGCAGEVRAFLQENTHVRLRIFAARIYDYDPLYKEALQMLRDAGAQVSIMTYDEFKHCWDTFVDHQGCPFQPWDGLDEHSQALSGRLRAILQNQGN
mIAP inh = inhibitors of mouse IAP, primary screen, biochemical, luminescence, uHTS; AID 2806, 2010; inhibition, % at 10 µM; intestinal alkaline phosphatase [Mus musculus]; purified mouse IAP, CDP-Star luminescence, 30 min; 0.2% of 330,000 active;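 active = inhibition of at least 40% at 10 µM in the primary screen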;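 also: plate controls were DMSO with enzyme for no effect and no enzyme wells for full effect; values of inactives mirror those of a sister screen read the other way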
hIAP inh = human IAP inhibitors, primary screen, biochemical, luminescence, uHTS. inhibition, % at 10 µM. 0.12% of 330,000 active. purified IAP, CDP-Star luminescence, 30 min;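 active = inhibition reaching a set limit with compound at 10 µM in the primary screen, cut at about 35% in these data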;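 also: plate controls were DMSO wells with enzyme for no effect and no-enzyme buffer wells for full effect; values of inactives mirror those of a sister screen read the other way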
Target sequence (P09923 whole entry, looked up): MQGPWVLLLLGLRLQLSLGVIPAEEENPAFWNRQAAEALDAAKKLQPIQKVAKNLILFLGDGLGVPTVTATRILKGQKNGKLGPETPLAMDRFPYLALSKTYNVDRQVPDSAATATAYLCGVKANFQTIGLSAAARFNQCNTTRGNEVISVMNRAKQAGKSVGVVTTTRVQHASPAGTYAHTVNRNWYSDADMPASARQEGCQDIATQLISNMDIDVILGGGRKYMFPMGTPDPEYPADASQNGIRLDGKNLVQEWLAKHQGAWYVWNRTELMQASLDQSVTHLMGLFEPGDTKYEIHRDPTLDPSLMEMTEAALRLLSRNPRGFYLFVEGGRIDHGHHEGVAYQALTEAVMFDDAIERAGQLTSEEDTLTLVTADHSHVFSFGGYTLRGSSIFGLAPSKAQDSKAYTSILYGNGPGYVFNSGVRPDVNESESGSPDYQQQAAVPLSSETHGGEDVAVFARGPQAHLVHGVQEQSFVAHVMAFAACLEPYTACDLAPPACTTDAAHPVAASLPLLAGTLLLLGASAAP
hIAP activ = human IAP activators, primary screen, biochemical, luminescence, uHTS | Intestinal-type alkaline phosphatase (Homo sapiens), P09923 | purified human IAP, CDP-Star luminescence, 30 min; active compounds read high; 1 = vehicle-only enzyme, 0 = enzyme-free background | 0.16% of 330,000 active | activation factor at 10 µM | AID 2524, 2010;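 active = activation factor of the enzyme at least 2-fold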; also: the source names both 10 and 20 µM as test concentration; values of inactives mirror those of a sister screen read the other way
* hit, by the source's call; / = no result given.

item | Molecule | APOBEC3G inh | APOBEC3A inh | hIAP inh | hIAP activ | MPTP block | mIAP act | GRIN3A LBD mod | mIAP inh | MIN6 prolif
1 | CC(C)C(=O)Nc1ccccc1C(=O)N/N=C/c1ccc([N+](=O)[O-])cc1 | -3 | -1 | -61 | 1.6 | 50 | 0.86 | -3 | 14 | -3
2 | C=CCn1c(COc2ccc(Cl)cc2)nnc1SCC(=O)N/N=C/c1ccccc1 | -4 | -4 | 3 | 0.97 | 0.7 | 0.86 | 1 | 14 | -1
3 | O=C(c1ccccc1)c1cccn1CC(=O)N1CCCCCC1 | -3 | -1 | -18 | 1.2 | -6.1 | 0.95 | 1 | 5 | -2
4 | Cc1cccc(C(=O)Nc2cccc(OC(=O)c3cccc(C)c3)c2)c1 | -2 | 3 | -6 | 1.1 | -0.9 | 1 | -4 | -4 | -6
5 | CN(C(=O)CSc1nnnn1-c1ccccc1)C1CCS(=O)(=O)C1 (stereo unspecified) | -3 | 4 | -4 | 1 | -1.9 | 1 | 0 | -2 | -3
6 | CC(NC(=O)COC(=O)c1ccco1)c1ccccc1 (stereo unspecified) | -4 | 0 | 14 | 0.86 | -1.6 | 0.99 | 4 | 1 | 0
7 | CC(=O)OCc1nc2ccccc2s1 | -6 | -1 | 13 | 0.87 | -0.6 | 1.1 | 3 | -10 | -1
8 | Cc1ccc(OC(=S)Nc2ccccc2)c(C)c1 | 1 | 0 | 4 | 0.96 | 2.7 | 1.2 | 3 | -19 | 2
9 | COc1cc(/C=C2/SC(=S)N(Cc3ccccc3)C2=O)ccc1OS(C)(=O)=O | -8 | 0 | 11 | 0.89 | 0.7 | 0.88 | 0 | 12 | -1
10 | Cc1ccc(S(=O)(=O)N2CCN(c3ccnc4cc(Cl)ccc34)CC2)cc1C | -5 | -1 | 2 | 0.98 | 5.1 | 0.93 | 0 | 8 | -5

item | Molecule | APOBEC3G inh | APOBEC3A inh | hIAP inh | hIAP activ | MPTP block | mIAP act | GRIN3A LBD mod | mIAP inh | MIN6 prolif
11 | CN(C)S(=O)(=O)N(CC(=O)Nc1ccc(F)c(F)c1)c1ccccc1 | 0 | 10 | 3 | 0.97 | 0.2 | 1 | -2 | 0 | 0
12 | CCc1ccc(NC(=O)C2CCN(S(=O)(=O)c3ccc4c(c3)N(C(C)=O)CCO4)CC2)cc1 | 22 | 7 | 39* | 0.61 | -1.1 | 1.5 | -7 | -46 | 0
13 | COC(=O)C1CCN(C(=O)c2ccc3nccnc3c2)CC1 | -4 | 1 | 12 | 0.88 | 2.9 | 1 | -2 | -3 | -1
14 | Cc1ccc(CNC(=O)c2ccc(OCC3CCCO3)cc2)cc1 (stereo unspecified) | -2 | 1 | 13 | 0.87 | 0.0 | 1 | -4 | -1 | 0
15 | CCCOc1ccc(N2C(=O)CC(N(CCCO)C(=O)CC)C2=O)cc1 (stereo unspecified) | 4 | 3 | -7 | 1.1 | 1.1 | 0.98 | 0 | 2 | -1
16 | CCc1nc2ccccc2c(=O)n1/N=C/c1ccc(OC)cc1 | -5 | 3 | -18 | 1.2 | 5.4 | 0.99 | -4 | 1 | -1
17 | CCSc1nc(N)c2c(C)c(C)sc2n1 | -6 | -6 | -10 | 1.1 | -0.4 | 1 | 0 | 0 | -3
18 | N=c1sccn1CC(=O)NC(=O)NC1CCCC1 | -4 | 2 | 13 | 0.87 | -1.4 | 0.96 | 1 | 4 | 0
19 | CCOCCCNC(=O)c1c[nH]c2ccc(OCC)cc2c1=O | -3 | -2 | 1 | 0.99 | 0.8 | 0.97 | -1 | 3 | 1
20 | COCCCNC(=O)CCN1C(=O)COc2ccccc21 | -1 | -2 | 2 | 0.98 | -0.1 | 1 | -1 | -1 | -1

item | Molecule | APOBEC3G inh | APOBEC3A inh | hIAP inh | hIAP activ | MPTP block | mIAP act | GRIN3A LBD mod | mIAP inh | MIN6 prolif
21 | Cc1cc(C[n+]2cc(Br)ccc2N)c2ncccc2c1 | 0 | 18 | -1 | 1 | 3.3 | 0.97 | -1 | 3 | -5
22 | CC1=C(C(=O)NCCc2ccc(C)cc2)C2(CCC(C)CC2)OC1=O (stereo unspecified) | 2 | -1 | -6 | 1.1 | 1.0 | 1 | -1 | -4 | 0
23 | Cc1csc(SCC(=O)NC(=O)NC2CCCC2)n1 | -6 | -2 | 20 | 0.8 | 0.0 | 0.91 | 0 | 9 | 1
24 | Cc1ccc(-c2nnc(CCC(=O)NCC3C4CC5CC(C4)CC3C5)o2)s1 (stereo unspecified) | -9 | 1 | -10 | 1.1 | -0.1 | 1.1 | 0 | -14 | -2
25 | COc1ccc(CN(C(=O)CSc2nnc(-c3ccccc3F)o2)c2ccc(F)cc2)cc1 | -1 | -1 | 11 | 0.89 | 6.5 | 0.9 | -1 | 10 | -3
26 | CC1(C)CC(=O)C2=C(C1)Oc1ncn(CCO)c(=N)c1C2c1ccccc1 (stereo unspecified) | -8 | -1 | -4 | 1 | 0.1 | 0.97 | 2 | 3 | 4
27 | COc1ccc(/C(O)=C2/C(=O)C(=O)N(CCN3CCNCC3)C2c2cccc([N+](=O)[O-])c2)cc1 (stereo unspecified) | -5 | -10 | 5 | 0.95 | -0.3 | 0.95 | -2 | 4 | -2
28 | COc1ccc(N2CCN(CC(=O)Nc3ccc(C)c(C)c3)CC2)cc1 | -6 | -5 | 4 | 0.96 | -0.8 | 0.98 | 0 | 2 | -1
29 | Nc1c(C(=O)Nc2ccccc2Cl)nnn1-c1ccc2c(c1)OCCO2 | -14 | 2 | 9 | 0.91 | 2.9 | 1.1 | -7 | -7 | 2
30 | CC(C)(C)c1ccc(C(=O)NCCN2CCOCC2)cc1 | -6 | -4 | -6 | 1.1 | 1.9 | 0.88 | 1 | 12 | -3

Reformatted as labelled records: entries from further up.
27: COc1ccc(/C(O)=C2/C(=O)C(=O)N(CCN3CCNCC3)C2c2cccc([N+](=O)[O-])c2)cc1 (stereo unspecified)
  APOBEC3G inh = -5	APOBEC3A inh = -10	hIAP inh = 5	hIAP activ = 0.95	MPTP block = -0.3	mIAP act = 0.95	GRIN3A LBD mod = -2	mIAP inh = 4	MIN6 prolif = -2

28: COc1ccc(N2CCN(CC(=O)Nc3ccc(C)c(C)c3)CC2)cc1
  APOBEC3G inh = -6	APOBEC3A inh = -5	hIAP inh = 4	hIAP activ = 0.96	MPTP block = -0.8	mIAP act = 0.98	GRIN3A LBD mod = 0	mIAP inh = 2	MIN6 prolif = -1

29: Nc1c(C(=O)Nc2ccccc2Cl)nnn1-c1ccc2c(c1)OCCO2
  APOBEC3G inh = -14	APOBEC3A inh = 2	hIAP inh = 9	hIAP activ = 0.91	MPTP block = 2.9	mIAP act = 1.1	GRIN3A LBD mod = -7	mIAP inh = -7	MIN6 prolif = 2

30: CC(C)(C)c1ccc(C(=O)NCCN2CCOCC2)cc1
  APOBEC3G inh = -6	APOBEC3A inh = -4	hIAP inh = -6	hIAP activ = 1.1	MPTP block = 1.9	mIAP act = 0.88	GRIN3A LBD mod = 1	mIAP inh = 12	MIN6 prolif = -3

Next results:
item | Molecule | APOBEC3G inh | APOBEC3A inh | hIAP inh | hIAP activ | MPTP block | mIAP act | GRIN3A LBD mod | mIAP inh | MIN6 prolif
31 | CC12CCC(c3c(C(=O)O)nn(-c4ccc(F)cc4)c31)C2(C)C (stereo unspecified) | -9 | -7 | 2 | 0.98 | 0.5 | 1.1 | -4 | -5 | -1
32 | COc1cc(/C=C/C(=O)OCC(=O)N2c3ccccc3CC2C)cc(OC)c1OC (stereo unspecified) | -6 | -1 | -2 | 1 | 0.7 | 0.99 | 1 | 1 | -2
33 | Cc1cccc(-n2nnnc2SCC(=O)NCC2(N3CCOCC3)CCCCC2)c1C | -1 | 0 | -7 | 1.1 | -0.8 | 1.1 | 0 | -10 | -4
34 | CSc1ccc(Cl)c(C(=O)OCC(=O)N(C)CCC#N)c1 | -10 | -1 | 21 | 0.79 | -0.7 | 1 | 0 | -3 | 6
35 | COCCSc1nnc(NS(=O)(=O)c2ccccc2)s1 | -8 | -2 | 0 | 1 | -1.4 | 0.96 | 2 | 4 | -3
36 | Cc1ccc(NC(=O)C2CCN(C(=O)c3ccco3)CC2)cc1C | -8 | -4 | 6 | 0.94 | -0.4 | 0.97 | -2 | 3 | 0
37 | Nc1ccc2c(c1)Cc1cc([N+](=O)[O-])ccc1-2 | -7 | -3 | -15 | 1.2 | 3.3 | 1 | 0 | -2 | -2
38 | CC1(C)Cc2c(cnn2-c2cccc(F)c2)C(NC(=O)c2ccc[n+]([O-])c2)C1 (stereo unspecified) | -4 | -2 | -38 | 1.4 | -0.2 | 1 | 0 | -1 | -2
39 | COc1cccc(NC(=O)COc2coc(CN3CCc4ccccc4C3)cc2=O)c1 | -1 | -1 | -5 | 1.1 | 0.3 | 0.97 | 0 | 3 | 1
40 | CCOC(=O)C(CC)/C(C)=N\NC(=O)c1ccccc1O (stereo unspecified) | -6 | -5 | -5 | 1 | -7.6 | 0.91 | -2 | 9 | -1

item | Molecule | APOBEC3G inh | APOBEC3A inh | hIAP inh | hIAP activ | MPTP block | mIAP act | GRIN3A LBD mod | mIAP inh | MIN6 prolif
41 | Cc1cccc2nc(CSc3ccccc3N)cn12 | -4 | -9 | 6 | 0.94 | -5.6 | 0.94 | -3 | 6 | -2
42 | COc1ccc(-c2nc(CN(Cc3cnn(C)c3)C(C)C)c(C)o2)c(OC)c1 | -5 | -1 | -10 | 1.1 | -1.3 | 0.88 | -1 | 12 | -3
43 | O=C(c1ccc(-n2cncn2)c([N+](=O)[O-])c1)N1CCN(S(=O)(=O)c2ccc(Br)cc2)CC1 | 0 | -3 | -20 | 1.2 | -0.6 | 0.97 | 2 | 3 | -6
44 | Cc1nc2nc(COc3ccccc3)[nH]n2c(=O)c1Cc1ccccc1 | -3 | -3 | 4 | 0.96 | 4.4 | 1.1 | 0 | -7 | 3
45 | NC(=O)c1ccc(NC(=O)CSc2nnc(-c3ccc4c(c3)OCO4)o2)cc1 | -7 | 3 | -12 | 1.1 | 1.2 | 0.94 | 0 | 6 | -2
46 | CCOc1cc(/C=N/N=C2/NC(=O)C(CC(=O)O)S2)ccc1OCc1ccc(Cl)cc1 (stereo unspecified) | -6 | -1 | -14 | 1.1 | 5.1 | 0.96 | 1 | 4 | -1
47 | O=C(C1CCN(C2CCN(Cc3ccc4cc(F)ccc4n3)CC2)CC1)N1CCCC1 | -1 | -1 | -11 | 1.1 | -0.7 | 1.1 | -3 | -7 | 0
48 | Cc1ccccc1-n1c(C)c(C#N)c(=O)c(-[n+]2ccccc2)c1[S-] | -7 | -2 | -13 | 1.1 | 0.1 | 0.92 | 1 | 8 | 0
49 | CCCC(C)C(=O)OCC(=O)Nc1ccc(Br)cc1 (stereo unspecified) | 4 | 28 | -7 | 1.1 | / | 1.1 | / | -10 | 1
50 | O=C(C1CCN(S(=O)(=O)c2cccs2)CC1)N1CCN(c2ccccc2O)CC1 | -1 | 1 | 1 | 0.99 | 2.3 | 0.97 | 0 | 3 | 5
51 | CCN(C(=O)CSc1nc2ccccc2[nH]1)C1CCS(=O)(=O)C1 (stereo unspecified) | -2 | 1 | -8 | 1.1 | -1.3 | 0.65 | 0 | 35 | -1
